HePTP inh – inhibitors of human HePTP phosphatase. P35236. recombinant HePTP phosphatase activity, OD absorbance. inhibition, % at 20 µM. 110,000 tested, 0.64% active. AID 521; in the data active = inhibition above about 50%;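 also: plate controls were vehicle for no effect and reference inhibitor for full effect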
Target sequence (P35236 whole entry, looked up): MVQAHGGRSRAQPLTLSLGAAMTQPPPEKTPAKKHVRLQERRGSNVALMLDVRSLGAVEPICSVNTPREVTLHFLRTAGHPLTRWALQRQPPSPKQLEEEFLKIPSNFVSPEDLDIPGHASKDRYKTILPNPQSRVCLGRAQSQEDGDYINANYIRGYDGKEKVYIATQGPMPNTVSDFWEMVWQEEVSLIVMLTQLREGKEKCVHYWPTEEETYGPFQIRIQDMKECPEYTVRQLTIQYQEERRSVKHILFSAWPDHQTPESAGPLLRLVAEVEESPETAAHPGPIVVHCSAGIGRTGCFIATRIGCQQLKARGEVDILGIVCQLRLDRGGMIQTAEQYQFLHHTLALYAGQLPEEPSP
BAP1 inh – inhibitors of human BAP1 deubiquitinase. 72,000 tested, 0.48% active. AID 436. activity remaining (% of control), % at 20 µM. recombinant BAP1, Ub-AMC hydrolysis fluorescence kinetic; active compounds read low;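 active = activity remaining at or below 50% of control, provided the compound also passes the data quality filters; inactive = the rest, including low values that fail the filters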;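 also: 100% = DMSO wells rate and 0% = substrate alone blank rate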
Target sequence (Q92560 whole entry, looked up): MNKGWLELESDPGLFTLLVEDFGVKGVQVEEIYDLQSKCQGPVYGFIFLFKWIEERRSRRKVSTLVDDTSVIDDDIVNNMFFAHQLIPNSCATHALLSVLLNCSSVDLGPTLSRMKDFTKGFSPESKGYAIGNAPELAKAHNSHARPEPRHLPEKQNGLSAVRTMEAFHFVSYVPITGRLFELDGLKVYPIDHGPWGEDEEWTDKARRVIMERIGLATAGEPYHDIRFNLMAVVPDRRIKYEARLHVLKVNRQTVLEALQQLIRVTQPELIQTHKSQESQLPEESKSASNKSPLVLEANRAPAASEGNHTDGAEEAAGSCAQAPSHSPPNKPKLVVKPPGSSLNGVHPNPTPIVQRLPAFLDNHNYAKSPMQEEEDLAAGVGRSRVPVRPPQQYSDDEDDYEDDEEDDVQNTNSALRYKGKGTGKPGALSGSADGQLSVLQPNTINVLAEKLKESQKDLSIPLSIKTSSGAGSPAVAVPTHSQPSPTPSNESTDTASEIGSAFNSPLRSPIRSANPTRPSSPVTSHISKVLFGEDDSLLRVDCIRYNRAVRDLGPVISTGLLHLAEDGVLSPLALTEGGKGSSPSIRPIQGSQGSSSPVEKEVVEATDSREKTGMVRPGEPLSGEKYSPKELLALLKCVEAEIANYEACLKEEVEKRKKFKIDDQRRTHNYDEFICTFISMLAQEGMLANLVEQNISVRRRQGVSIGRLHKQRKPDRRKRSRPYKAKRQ
Starred values were filed as active, the others as inactive; i = inactive; x = not tested or not shown; & = joins results of further samples.

Each structure is followed by: HePTP inh	BAP1 inh
CCCc1[nH]n(-c2ccc([N+](=O)[O-])cc2)c(=O)c1C=NCCc1ccc(OC)c(OC)c1
  -16	x
COc1ccc(N=c2ssc3c2-c2cc(OC)ccc2NC3(C)C)cc1
  17	x
Cc1ccc(Nc2nc3nonc3n3cnnc23)cc1C
  14	x
CCOC(=O)C(CCC(OC(=O)c1ccccc1)(C(=O)OCC)C(=O)OCC)(OC(=O)c1ccccc1)C(=O)OCC
  -5	x
O=c1[nH]c(N2CCCCC2)nc2ncn(Cc3ccccc3)c12
  0	x
CCC(C)c1ccc(NC(=O)C2CCCN(c3ncccn3)C2)cc1 (stereo not drawn)
  -3	x
c1ccc(OCCCc2nc(-c3cccnc3)no2)cc1
  2	101
Cc1cc(/C=C2/SC(=O)NC2=O)c(C)n1-c1cccc(Cl)c1
  2	x
O=C(Nc1ccccc1C(=O)Nc1ccccc1Cl)c1ccncc1
  -3	x
COc1ccc(CCNC(=O)C(=O)Nc2cc(Cl)ccc2C)cc1
  -8	x
Cc1ccc2c(c1)C1C=CCC1C(c1ccc([N+](=O)[O-])cc1)N2 (stereo not drawn)
  5	x
CCOc1cccc2sc(NC(=O)c3cccc([N+](=O)[O-])c3)nc12
  0	x
O=C1CSC(c2ccc(F)cc2)N1Cc1ccccc1 (stereo not drawn)
  7	x
COc1ccc(C2C(C(=O)OCC(C)C)=C(C)NC3=C2C(=O)CC(c2ccccc2)C3)c(OC)c1 (stereo not drawn)
  -10	x
CCC(C)(C)n1nnnc1C(c1cc2ccc(OC)cc2[nH]c1=O)N1CCc2ccccc2C1 (stereo not drawn)
  2	x
Cc1c[nH]c2cccc(OCC(O)CNC(C)(C)C)c12 (stereo not drawn)
  11	102
CCOC(=O)CCSc1nc(C)c2ccccc2n1
  8	87
COc1cc(C(=O)Nc2oc(-c3ccccc3)c(-c3ccccc3)c2C#N)cc(OC)c1OC
  -2	x
Cc1ccc(S(=O)(=O)n2nc(OC(=O)C(C)(C)C)cc2N)cc1
  -4	97
O=C(Nc1cccc(Cl)c1)c1ccccc1C(F)(F)F
  1	x
CCCCOC(=O)Nc1ccc(S(=O)(=O)Nc2cc(C)ccc2C)cc1
  4	x
C#CCOc1ccc2c(C)cc(=O)oc2c1
  8	x
O=C(NCc1ccco1)C1(S(=O)(=O)c2ccc(Cl)cc2)CC1
  2	113
Cc1sc2nc(-c3cccs3)nc(N3CCCN(C)CC3)c2c1C
  0	x
CCOC(=O)c1cc2oc(C(c3nnnn3C3CCCCC3)N3CCOCC3)cc2[nH]1 (stereo not drawn)
  -5	107
CCn1c(=O)c2cc(S(=O)(=O)NC3CCCCC3)ccc2n(CC)c1=O
  9	108
COc1ccc(Br)cc1S(=O)(=O)N1CCN=C1C
  6	77
O=C(Cn1cc2c(n1)CCCC2)NC1CCN(Cc2ccccc2)CC1
  3	97
O=C(CN(CC1CCCO1)C(=O)Cn1nnc(-c2ccc(F)cc2)n1)NC1CCCCC1 (stereo not drawn)
  3	146
COc1cc([N+](=O)[O-])ccc1NC(=O)COc1cc(C)ccc1C(C)(C)C
  5	x
CCn1cc(C(=O)NCCCN2CCC(C)CC2)c2cc(OC)c(OC)cc2c1=O
  6	98
Cc1cc(/C=N/n2cnnc2)c(C)n1-c1ccc(F)cc1
  5	x
CCOc1ccccc1NC(=O)c1cnc2n(c1=O)CCS2
  9	111
[N-]=[N+]=CC(=O)c1ccnc(C(=O)C=[N+]=[N-])c1
  -2	132
Nc1nc(-c2cccnc2)nc(N2CCCCC2)n1
  2	111
CCCS(=O)(=O)N1CCC(C(=O)NCCc2ccc(C)cc2)CC1
  6	105
CCc1nnc(NC(=O)C2CC(=O)N(CCc3ccccc3)C2)s1 (stereo not drawn)
  2	107
C(=N\C(/N=C/c1ccco1)c1ccco1)/c1ccco1
  9	121
O=C(O)c1cccnc1C(=O)O
  x	97
Cc1cc(NC(=O)CN2C(=O)CC(c3ccco3)Sc3ccccc32)no1 (stereo not drawn)
  6	92
CC1CCN(S(=O)(=O)c2ccc(S(=O)(=O)NCC(=O)C(C)(C)C)cc2)CC1
  0	90
COc1cc(NC(=O)c2ccc(Cl)cc2)c(Cl)cc1N=NC1=C(O)CC(C)(C)CC1=O
  -2	x
Cc1ccc(Nc2cc(-n3nc(C)cc3C)ncn2)cc1
  -7&-14	75
Cc1oc(C(C)(C)C)cc1C(=O)Nc1ccc(CC(=O)O)cc1
  1	x
O=S(=O)(Nc1ccc(-c2nc3ccccc3s2)c(O)c1)c1ccccc1
  -16	x
CN1c2ccccc2-c2nc3ccccc3n2C1c1ccco1 (stereo not drawn)
  -4	i
c1ccc(COc2cccc(CNn3cnnc3)c2)cc1
  0	105
O=[N+]([O-])c1ccccc1NN=C1CCCC1
  -31	x
O=S(=O)(c1ccc2oc3ccc(S(=O)(=O)N4CCCC4)cc3c2c1)N1CCCC1
  1	85
COc1ccc(N(CC(=O)NC2CCCCC2)C(=O)CCCC(=O)Nc2ccccn2)c(OC)c1
  4	100
CCn1c(=N)n(CC(=O)OC)c2ccccc21
  8	102
O=S(=O)(c1ccc2c(c1)nc1n2CCC1)N1CCOCC1
  -8	107
O=C(Nc1ccncc1)C12CC3CC(CC(C3)C1)C2
  15	x
CCN(CC)C(=O)c1sc(NC(=O)COc2ccc3ccccc3c2)c(C(=O)OC(C)C)c1C
  3	x
C(=N\N=C(c1ccccc1)c1ccccc1)/c1ccccn1
  -33	x
FC(F)(F)c1cc(-c2ccc3c(c2)OCO3)nc(NCc2ccco2)n1
  8	x
Cc1oc(-c2cccc(Cl)c2)nc1CN1CCC(C(=O)NCc2cccnc2)CC1
  11	129
Cc1ccc(C2(c3ccc(C)cc3)CC2C(=O)Nc2ccc([N+](=O)[O-])cc2O)cc1 (stereo not drawn)
  -3	x
CCN(CC)Cc1c(O)ccc2c(=O)c(-c3ccc(Cl)cc3)coc12
  6	x
COc1ccc(OC)c(S(=O)(=O)Nc2ccc(C(N)=O)cc2)c1
  7	99

Following part
Each structure is followed by: HePTP inh	BAP1 inh
CCOc1ccc(C2C(C(=O)c3ccco3)=C(O)C(=O)N2CCCn2ccnc2)cc1 (stereo not drawn)
  -2	94
Clc1ccc(SCCCN2CCOCC2)cc1
  13	x
Cc1ccc(S(=O)(=O)NCCSc2nnnn2C)cc1
  2	122
CSc1nnc2c(n1)OC(C(=O)c1ccccc1)Nc1ccccc1-2 (stereo not drawn)
  10	x
NCCCCNS(=O)(=O)c1cccc2c(Cl)cccc12
  x	96
COc1ccc(S(=O)(=O)NCC(=O)N(CC(=O)NCC2CCCO2)c2ccccc2C)cc1 (stereo not drawn)
  12	87
O=C(N/C(=C\c1cccnc1)C(=O)N1CCNCC1)c1ccccc1
  -15	x
CCc1c(C)[nH]c2c(C)cccc2c1=O
  -6	x
N#Cc1ccccc1S(=O)(=O)N1CCN(c2ccc(S(=O)(=O)N3CCOCC3)cn2)CC1
  4	96
CCOC(=O)c1c(C)oc2cc(Br)c(OC(C)=O)c(OC(C)=O)c12
  -14	x
CC(=O)Nc1ccc(OCC(O)Cn2c3ccccc3c3ccccc32)cc1 (stereo not drawn)
  6	x
COc1ccc(CCNC(=O)C(C)N2C(=O)c3ccccc3C2=O)cc1OC (stereo not drawn)
  x	123
CCOc1ccc(S(=O)(=O)Nc2cccc(C(=O)N3CCN(c4ccc(OC)cc4)CC3)c2)cc1
  9	115
O=C(Cc1ccccc1)Nc1ccc(-c2nc3ccccc3s2)c(O)c1
  -5	x
O=C1C2C3C=CC(C3)C2C(=O)N1c1cc(Cl)ccn1 (stereo not drawn)
  4	x

Carrying on.
Compound | HePTP inh | BAP1 inh
O=C1C2C(C(=O)N1/N=C/c1ccc(Cl)cc1)C1C=CC2C12CC2 (stereo not drawn) | -12 | x
O=C(NCc1ccco1)/C(=C/c1ccc(F)cc1)NC(=O)c1ccccc1 | -1 | x
C=CCn1c(-c2ccc(OC)cc2)nc2ccccc21 | 1 | 88
Cc1cc(OCC(=O)Nc2ccccc2)ccc1Cl | 8 | x
COc1c(Br)cc(Br)cc1/C=N/NC(=O)CNC(=O)c1cccc(F)c1 | 4 | x
Cc1occc1-c1nnc(SCC(=O)N2CCc3ccccc32)o1 | 7 | 81
O=C1NC(=S)N(c2ccc(Br)cc2)C(=O)/C1=C/c1ccc(O)c(Cl)c1 | 1 | x
Cc1ccccc1Cn1nc(C)c(NC(=O)c2nc3n(n2)C(C(F)F)CC(C)N3)c1C (stereo not drawn) | 4 | 105
COCCn1nnnc1SCC(=O)c1ccc(F)cc1 | 3 | 99
CC(CNS(=O)(=O)c1cc(Cl)ccc1Cl)CN(C)C (stereo not drawn) | 2 | 76
CCOc1ccc(/C=C2/C(=O)NN(c3ccccc3)C2=O)cc1OC | -8 | x
CCN(CC)c1ccc(NC(=O)/C=C/c2cc(OC)ccc2OC)cc1 | 1 | x
O=C(CSc1nc2ccc([N+](=O)[O-])cc2s1)NCCc1ccccc1 | 6 | x
Cc1ccn2cc(-c3ccccc3)nc2c1 | x | 130
COc1cccc(-n2c(=O)[nH]cc(C(=O)Nc3ccc(NC(C)=O)cc3)c2=O)c1 | 8 | 90
CC1CC(C)CN(CCCNC(=O)c2cn(C)c3ccc(S(=O)(=O)N4CCCC4)cc3c2=O)C1 (stereo not drawn) | -3 | 101
COc1cc(OC)cc(C(=O)N2CCN(C(=O)c3ccccc3OC)CC2)c1 | 6 | x
S=c1[nH]nc(COc2ccc(Cl)cc2Cl)n1-c1ccccc1 | 0 | x
CN=C(Nc1ccc2c(c1)OCO2)SC1CC(=O)N(c2ccccc2)C1=O (stereo not drawn) | -1 | 100
COc1cc(NC(=O)COc2ccc(C)cc2)cc(OC)c1 | -5 | x
CCOC(=O)C1=C(C)NC(=O)NC1c1ccc(OC)c(Cl)c1 (stereo not drawn) | 4 | 123
COc1ccc(S(=O)(=O)N2CCCC(C(=O)Nc3cccnc3)C2)cc1Cl (stereo not drawn) | -4 | 99
Cc1ccc2c(c1)nnn2C1CCN(S(=O)(=O)c2cccc(S(=O)(=O)N(C)C)c2)CC1 | 8 | 58
Cn1c(=O)n(CCOc2ccccc2Cl)c2ccccc21 | -4 | 99
CCOC(=O)Nc1sc(C(=O)N(CC)CC)c(C)c1C(=O)OCC | 0 | 60

Whole records as entered above:
Record of CCOC(=O)C1=C(C)NC(=O)NC1c1ccc(OC)c(Cl)c1 (stereo not drawn) → HePTP inh = 4; BAP1 inh = 123
Record of COc1cccc(-n2c(=O)[nH]cc(C(=O)Nc3ccc(NC(C)=O)cc3)c2=O)c1 → HePTP inh = 8; BAP1 inh = 90

Later entries.
Compound | HePTP inh | BAP1 inh
O=C(NCCSc1c[nH]c2ccccc12)c1ccco1 | 4 | 88
CCN1CCCC1CNC(=O)Cn1cc2c(n1)CCC(C)C2 (stereo not drawn) | -2 | 94
O=C(c1cc2n(n1)C(C(F)(F)F)CC(c1ccco1)N2)N1CCc2ccccc2C1 (stereo not drawn) | 4 | 141
CC(=O)N1CSCC1C(=O)N1CCN(c2ccc(N3CCOCC3)nn2)CC1 (stereo not drawn) | 6 | 87
CCOc1ccc(-c2cc(C(=O)N3CCN(Cc4ccccc4)CC3)c3ccccc3n2)cc1 | 11 | x
CCOc1cc(/C=N/NC(=O)c2cccs2)ccc1OC(=O)c1ccc(C)cc1 | 5 | x
O=C(Nc1cccc2ccccc12)C(O)(c1ccccc1)c1ccccc1 | -4 | x
CSCCC(NC(N)=O)C(=O)NCc1ccccc1Cl (stereo not drawn) | 7 | 119
CCCc1c(-c2ccc(O)cc2)nn(-c2ccc(O)cc2)c1-c1ccc(O)cc1 | x | 53
O=C(O)c1cc(-c2ccc(N3C(=O)c4ccccc4C3=O)c(C(=O)O)c2)ccc1N1C(=O)c2ccccc2C1=O | x | 102
COc1ccc(CNC(C)C2COc3ccccc3O2)c(OC)c1 (stereo not drawn) | 5 | 89
Clc1ccc(COc2ccccn2)c(Cl)c1 | 6 | 71
Cc1ccccc1C(=O)Nc1ccccc1F | x | 156
O=C(COc1ncnc2ccc(Br)cc12)N1CCOCC1 | -1 | 100
COc1ccccc1NC(=O)CSc1nc2ccccc2n1C(C)=O | 0 | 93
COCCNC(=O)C(C)Oc1ccc(Cl)cc1Cl (stereo not drawn) | 6 | x
Cc1cc2ccccc2c(=O)n1CC(=O)NCC(=O)N1CCN(c2ccccc2)CC1 | 4 | 89
COc1ccccc1/C=N/Nc1nnc(-c2ccccc2)c(-c2ccccc2)n1 | -7 | x
COc1ccc(S(=O)(=O)N2CCCC2C(=O)O)cc1 (stereo not drawn) | 7 | x
CC(C)C(=O)Nc1ccc(N2CCN(S(C)(=O)=O)CC2)cc1 | 0 | 127
Cc1n[nH]c(C)c1Sc1ccccc1N=Cc1cccc(Cl)c1 | 3 | x
Cc1ccc(Cl)cc1NC(=O)CSCC(=O)Nc1ccc2ccccc2c1 | 4 | x
CN1C(=O)N(C)C2C1NC(=O)N2C (stereo not drawn) | 0 | 98
CN1CCN(/N=C/C(Br)=C\c2ccccc2)CC1 | 4 | x
COc1ccc(OC(C)C(=O)Nc2ccc(OC)cc2OC)cc1 (stereo not drawn) | -4 | 123

A stretch of the results above, as a working copy:
Compound | HePTP inh | BAP1 inh
O=C(NCCSc1c[nH]c2ccccc12)c1ccco1 | 4 | 88
CCN1CCCC1CNC(=O)Cn1cc2c(n1)CCC(C)C2 (stereo not drawn) | -2 | 94
O=C(c1cc2n(n1)C(C(F)(F)F)CC(c1ccco1)N2)N1CCc2ccccc2C1 (stereo not drawn) | 4 | 141

Looked up by compound from the entries so far, 6 records:
Compound | HePTP inh | BAP1 inh
O=C(Nc1cccc2ccccc12)C(O)(c1ccccc1)c1ccccc1 | -4 | x
O=C(O)c1cc(-c2ccc(N3C(=O)c4ccccc4C3=O)c(C(=O)O)c2)ccc1N1C(=O)c2ccccc2C1=O | x | 102
Cc1ccccc1C(=O)Nc1ccccc1F | x | 156
CC(=O)N1CSCC1C(=O)N1CCN(c2ccc(N3CCOCC3)nn2)CC1 (stereo not drawn) | 6 | 87
Cc1cc2ccccc2c(=O)n1CC(=O)NCC(=O)N1CCN(c2ccccc2)CC1 | 4 | 89
COc1ccc(OC(C)C(=O)Nc2ccc(OC)cc2OC)cc1 (stereo not drawn) | -4 | 123
